ERAP1 inh – ERAP1 (human) enzyme inhibition; inhibition, % at 10.7 µM; Q9NZ08; 340,000 tested, 0.15% active; recombinant ERAP1, Leu-AMC fluorescence, 60 min; AID 652197;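 active = mean replicate inhibition of at least 30%, or all replicates individually reaching that 30% level; inactive = mean below 30% and not every replicate reaching it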;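 also: 0% = neutral control wells and 100% = L-leucinethiol positive control wells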
E-sel inducer – E-selectin induction on HUVECs | HUVEC E-selectin immunofluorescence imaging; normalized: neutral wells 0, TNF-alpha wells 100 | AID 686992 | activation, % at 7.58 µM | 260,000 tested, 0.37% active | P16581;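 active = mean E-selectin-positive cell signal at least 10% of the positive control, reached in at least 60% of replicates, without over 20% cell loss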;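 also: in these data hits start at about 27%; measured in HUVEC primary endothelial cells; signal is the percent of cells scored E-selectin positive by PE staining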
Target sequence (P16581 whole entry, looked up): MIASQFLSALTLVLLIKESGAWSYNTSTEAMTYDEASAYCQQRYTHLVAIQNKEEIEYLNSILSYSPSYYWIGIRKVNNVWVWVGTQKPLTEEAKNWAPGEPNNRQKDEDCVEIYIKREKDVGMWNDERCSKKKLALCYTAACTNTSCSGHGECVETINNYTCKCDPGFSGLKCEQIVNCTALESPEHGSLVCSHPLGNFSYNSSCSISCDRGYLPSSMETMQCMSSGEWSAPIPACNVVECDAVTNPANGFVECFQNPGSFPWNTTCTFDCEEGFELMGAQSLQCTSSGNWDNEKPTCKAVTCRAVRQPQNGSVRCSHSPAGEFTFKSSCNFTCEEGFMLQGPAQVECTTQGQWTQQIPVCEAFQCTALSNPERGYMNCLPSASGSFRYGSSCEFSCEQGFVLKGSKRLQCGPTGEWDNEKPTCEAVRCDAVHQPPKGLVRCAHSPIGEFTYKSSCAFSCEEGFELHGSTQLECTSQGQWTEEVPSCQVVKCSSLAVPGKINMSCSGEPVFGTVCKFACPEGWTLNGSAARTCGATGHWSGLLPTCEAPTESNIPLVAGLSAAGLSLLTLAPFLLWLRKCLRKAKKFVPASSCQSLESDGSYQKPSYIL
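Assay system: HUVEC primary endothelial cells. Input: 3,000 HUVEC seeded per well. Doses: one compound dose added by pin transfer. Read-out basis: % PE-positive cells. Benchmarks: TNF-alpha high, DMSO low. Detection: immunofluorescence imaging. Buffer or medium: EGM-2, gelatin.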
PglD DTNB – PglD (C. jejuni) enzyme inhibition. inhibition, % at 12.5 µM. 360,000 tested, 0.098% active. purified PglD enzyme, DTNB colorimetric CoA detection; in the data active = inhibition above about 16%, passing the limit was not always enough; also: strong numbers were not always called active
RAD52 anneal inh – inhibitors of human RAD52 DNA annealing. inhibition, % at 18.7 µM. recombinant RAD52 DNA annealing, FRET fluorescence. 360,000 tested, 0.46% active;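 active = every replicate showing at least 50% inhibition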
Target sequence (P43351 whole entry, looked up): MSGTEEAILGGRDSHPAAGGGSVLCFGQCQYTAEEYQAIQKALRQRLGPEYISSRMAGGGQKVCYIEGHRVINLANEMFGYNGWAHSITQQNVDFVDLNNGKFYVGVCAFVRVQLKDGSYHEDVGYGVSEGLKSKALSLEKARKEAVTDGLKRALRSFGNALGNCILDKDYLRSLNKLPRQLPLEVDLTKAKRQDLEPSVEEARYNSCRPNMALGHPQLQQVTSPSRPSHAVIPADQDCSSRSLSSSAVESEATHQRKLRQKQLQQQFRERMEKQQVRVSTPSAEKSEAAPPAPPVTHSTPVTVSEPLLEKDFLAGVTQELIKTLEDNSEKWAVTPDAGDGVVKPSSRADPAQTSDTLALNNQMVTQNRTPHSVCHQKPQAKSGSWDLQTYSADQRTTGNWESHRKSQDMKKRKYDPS
Cneo AK release – causes C. neoformans cell lysis; adenylate kinase release luminescence, 4 h; normalised: neutral wells 0, clomiphene wells 100; lysis activity, % at 15 µM; 360,000 tested, 0.2% active; AID 651654;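 active = mean lysis activity across replicates of at least 80%, whatever share of replicates individually reach that level; inactive = mean lysis activity below 80%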
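Schedule: static 4 h at 37 °C with compound, 1 h detection; system: C. neoformans cells; benchmarks: Clomiphene as positive control; buffer or medium: fresh YPD medium; measure: luminescence rise reflecting yeast cell lysis; measured by: luminescent adenylate kinase detection reagent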
RAD54 branch – RAD54 (human) branch migration inhibition. AID 602329. RAD54 Holliday junction branch migration, FAM/BHQ fluorescence. 360,000 tested, 0.14% active. inhibition, % at 10.4 µM;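 active = mean normalized replicate activity at least 40 and at least half of replicates scoring 40 or more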;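 also: 0% = median of neutral control wells and 100% = median of positive control wells; inhibitors cause a drop in the FAM fluorescence signal; in these data hits start at about 50%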
The depositor's hits bear a star; . = no result given. This is a subset. The share of hits here may be higher or lower than overall.

The opening three compounds as a preview:
mol	ERAP1 inh	E-sel inducer	PglD DTNB	RAD52 anneal inh	Cneo AK release	RAD54 branch
COc1ccc2c3c([nH]c2c1)[C@H](CO)N(C(=O)CN(C)C)CC31CN(CC2CCOCC2)C1	.	-0.3	.	48	.	.
CCOC1(c2ccccc2)CC1C(=O)N/N=C/c1cccc([N+](=O)[O-])c1 (stereo not drawn)	.	5.0	.	-9	.	.
C/C=C/c1ccc([C@H]2[C@@H](CO)N(C(C)=O)[C@@H]2CN(CC)C(=O)CC2CC2)cc1	.	-0.2	.	-15	.	.

Results, previewed entries included:
mol	ERAP1 inh	E-sel inducer	PglD DTNB	RAD52 anneal inh	Cneo AK release	RAD54 branch
COc1ccc2c3c([nH]c2c1)[C@H](CO)N(C(=O)CN(C)C)CC31CN(CC2CCOCC2)C1	.	-0.3	.	48	.	.
CCOC1(c2ccccc2)CC1C(=O)N/N=C/c1cccc([N+](=O)[O-])c1 (stereo not drawn)	.	5.0	.	-9	.	.
C/C=C/c1ccc([C@H]2[C@@H](CO)N(C(C)=O)[C@@H]2CN(CC)C(=O)CC2CC2)cc1	.	-0.2	.	-15	.	.
COC(=O)C1(C(=O)OC)Cc2ccccc2N(S(=O)(=O)c2ccc(C)cc2)C1CC(C)=O (stereo not drawn)	.	0.0	.	-1	.	.
COc1cccc(/C=N/NC(=O)c2ccc3nc[nH]c3c2)c1	.	11	.	-8	.	.
COc1ccc([C@H]2CC(=O)C[C@@H](CCn3cc(-c4nccn4C)nn3)O2)cc1	.	-5.4	.	-16	.	.
CCc1nn2c(N3CCOCC3)cc(C)nc2c1-c1ccccc1	.	0.1	.	-9	.	.
O=C(COC(=O)c1cc(Br)ccc1O)Nc1cc(S(=O)(=O)N2CCCC2)ccc1Cl	.	-0.7	.	-11	.	.

Continued.
mol	ERAP1 inh	E-sel inducer	PglD DTNB	RAD52 anneal inh	Cneo AK release	RAD54 branch
O=C(CN1CCN(Cc2ccccc2)CC1)N/N=C/c1cccs1	.	1.6	.	-5	.	.
C/C(=N\NC(=S)NC1CCCCC1)c1ccc(Cl)c(Cl)c1	.	-0.8	.	-8	.	.
COc1cccc(C(=O)N2CCC[C@H]2C(=O)N2CCC[C@H]2C(=O)N[C@@H](C)c2ccccc2)c1	.	1.2	.	-6	.	.
C#CCNC(=O)C[C@@H]1C[C@@]2(C(=O)OCC)CCCC=C2N(CCCCCCCC)C1=O	.	-0.3	.	-21	.	.
O=C(O)c1ccc(N2C(=O)c3[nH]nc(-c4ccccc4)c3C2c2ccccc2)cc1 (stereo not drawn)	.	-1.1	.	-11	.	.
Nc1nnc(-c2cccc([N+](=O)[O-])c2)o1	.	12	.	-12	.	.
O=C(N/N=C/c1c[nH]c2ccccc12)c1cc2ccccc2o1	.	5.1	.	-2	.	.
CC(C)CNC(=O)N1c2ccccc2Sc2ccccc21	.	0.3	.	-12	.	.

Filtered by structure, the compounds so far with an aryl methoxy group
mol	ERAP1 inh	E-sel inducer	PglD DTNB	RAD52 anneal inh	Cneo AK release	RAD54 branch
COc1ccc2c3c([nH]c2c1)[C@H](CO)N(C(=O)CN(C)C)CC31CN(CC2CCOCC2)C1	.	-0.3	.	48	.	.
COc1cccc(/C=N/NC(=O)c2ccc3nc[nH]c3c2)c1	.	11	.	-8	.	.
COc1ccc([C@H]2CC(=O)C[C@@H](CCn3cc(-c4nccn4C)nn3)O2)cc1	.	-5.4	.	-16	.	.
COc1cccc(C(=O)N2CCC[C@H]2C(=O)N2CCC[C@H]2C(=O)N[C@@H](C)c2ccccc2)c1	.	1.2	.	-6	.	.

New compounds follow
mol	ERAP1 inh	E-sel inducer	PglD DTNB	RAD52 anneal inh	Cneo AK release	RAD54 branch
O=C(O)c1ccc(/C=N/Nc2ncc(C(F)(F)F)cc2Cl)cc1	.	-0.5	.	1	.	.
C[C@H]1CN([C@@H](C)CO)C(=O)c2cccc(NC(=O)c3nc4ccccc4s3)c2O[C@H]1CN(C)Cc1ccc2c(c1)OCO2	0	-0.1	.	.	.	.
CC(C)NC(=O)Nc1cccc2c1O[C@H](CN(C)Cc1ccc3c(c1)OCO3)[C@H](C)CN([C@H](C)CO)C2=O	0	0.0	.	.	.	.
CC(C)NC(=O)Nc1cccc2c1O[C@H](CN(C)Cc1ccc3c(c1)OCO3)[C@@H](C)CN([C@@H](C)CO)C2=O	2	-0.1	.	.	.	.
C[C@@H]1CN([C@H](C)CO)C(=O)c2cc(NC(=O)CCCN(C)C)ccc2O[C@@H]1CN(C)Cc1ccc2c(c1)OCO2	1	0.3	.	.	.	.
CC(C)NC(=O)Nc1cccc2c1O[C@@H](CN(C)Cc1ccc3c(c1)OCO3)[C@H](C)CN([C@H](C)CO)C2=O	1	-0.1	.	.	.	.
CC(NC(=O)COc1ccccc1)C(c1ccccc1)N1CCN(C)CC1 (stereo not drawn)	.	.	3	.	4	-5
CC(=O)c1cccc(NC(=O)C23CC4CC(C2)CC(n2cncn2)(C4)C3)c1	.	.	-4	.	-1	-3

The results go on:
mol	ERAP1 inh	E-sel inducer	PglD DTNB	RAD52 anneal inh	Cneo AK release	RAD54 branch
COc1ccc(-n2nnc3c(SCc4ccccc4)ncnc32)cc1	.	.	5	.	3	-7
C=C(C)C1Cc2c(C)nn(-c3ccccc3)c2C1 (stereo not drawn)	.	.	6	.	0	3
COc1ccccc1OCc1ccc(C(=O)N(C)C)o1	.	.	3	.	-1	-2
CCOC(=O)c1nn(-c2ccc(Cl)cc2)c2nc(-c3ccc(C)cc3)c(C#N)c(=O)n12	.	.	2	.	0	-6
Cc1cc(NCc2ccccc2)nc2ccccc12	.	.	-2	.	-1	-5
O=C(NCCN1CCOCC1)c1cccs1	.	.	-5	.	1	-7
Cn1c(SCC(=O)Nc2ccc3cn[nH]c3c2)nnc1-c1cccs1	.	.	-4	.	0	6
COc1cccc(C2c3c(-c4cc(Cl)c(C)cc4O)n[nH]c3C(=O)N2Cc2cccnc2)c1 (stereo not drawn)	.	.	2	.	2	3

Part of the list above in order of length of the SMILES, largest number first.
mol	ERAP1 inh	E-sel inducer	PglD DTNB	RAD52 anneal inh	Cneo AK release	RAD54 branch
COc1cccc(C2c3c(-c4cc(Cl)c(C)cc4O)n[nH]c3C(=O)N2Cc2cccnc2)c1 (stereo not drawn)	.	.	2	.	2	3
C=C(C)C1Cc2c(C)nn(-c3ccccc3)c2C1 (stereo not drawn)	.	.	6	.	0	3
COc1ccccc1OCc1ccc(C(=O)N(C)C)o1	.	.	3	.	-1	-2

New compounds follow.
mol	ERAP1 inh	E-sel inducer	PglD DTNB	RAD52 anneal inh	Cneo AK release	RAD54 branch
CC(C)NC(=O)NC(=O)COC(=O)C1CCCN1C(=O)c1cccs1 (stereo not drawn)	.	.	4	.	-4	-6
COc1ccc(CCNC(=O)c2cc(-c3cc(C)ccc3O)n[nH]2)cc1OC	.	.	0	.	-3	-11
Cn1c(=O)c2c(nc(CN3CCc4ccccc4C3)n2Cc2ccccc2F)n(C)c1=O	.	.	5	.	-2	-8
Cc1cc(C(F)(F)F)nn1C(=O)c1cccnc1Cl	.	.	3	.	0	6
CCn1cc(Br)c(C(=O)Nc2sc3c(c2C(N)=O)CCCC3)n1	.	.	3	.	-2	-10
Cc1c(CNCc2cccs2)c(C(=O)O)c(C)n1Cc1ccccc1	.	.	-10	.	-2	9
Cc1c(CC(C)C)nc(N)c(C#N)c1-c1ccccc1	.	.	3	.	-2	11
CCN1CCc2c(sc(NC(=O)c3ccc(S(=O)(=O)N(C)c4ccccc4)cc3)c2C(=O)NC)C1	.	.	-11	.	1	-52

(further entries)
mol	ERAP1 inh	E-sel inducer	PglD DTNB	RAD52 anneal inh	Cneo AK release	RAD54 branch
C/C(=N\NC(=O)c1ccc(Cn2cc(Br)cn2)o1)c1cccc(NC(=O)C(C)C)c1	.	.	4	.	-1	9
CC(=O)c1c(N2CCN(c3ccccc3)CC2)nc(=S)n(-c2ccccc2)c1C	.	.	3	.	2	-4
CN1CCN(/C=C2\SC(=S)NC2=O)CC1	.	.	-14	.	-1	-9
Cn1cnnc1SCCNS(=O)(=O)c1ccccc1	.	.	3	.	0	-1
CCC(=O)N(Cc1cc2c(C)cc(C)cc2[nH]c1=O)C1CCCCC1	.	.	-1	.	-1	2
CC(C)N(C(=O)CSc1nn2c(=O)c(C(C)(C)C)nnc2s1)c1ccccc1	.	.	4	.	-3	-4
Cc1ccc(OCCSc2cc(C)nc(N)n2)cc1	.	.	-4	.	3	1
COc1cc(-c2noc(C)c2-c2ccc3[nH]ccc3c2)cc(OC)c1OC	.	.	-1	.	0	2

Going on with the list:
mol	ERAP1 inh	E-sel inducer	PglD DTNB	RAD52 anneal inh	Cneo AK release	RAD54 branch
COCCN1C(=O)C(O)=C(C(C)=O)C1c1ccc(OC)c(OC)c1 (stereo not drawn)	.	.	-5	.	1	-7
CCOc1cc(C(=S)N2CCOCC2)ccc1O	.	.	1	.	-1	6
COc1ccc(/C=C/C(=O)NC(=S)NN2CCCCC2c2cccnc2)cc1 (stereo not drawn)	.	.	-4	.	3	-29
COc1ccc(OCC(=O)OC2CCN(C)CC2)cc1	.	.	3	.	-1	-6
Cc1cc(C)cc(NC(=O)CN2CCN(CCN=CC3=C(O)CC(C)(C)CC3=O)CC2)c1	.	.	-2	.	0	1
CCN1C(=O)CC(c2ccccc2)N(C2CCCC2)c2nc(Nc3ccc(C(=O)NC4CCN(C)CC4)cc3OC)ncc21 (stereo not drawn)	.	.	-1	.	-1	44
Cc1nc2cc(C(=O)OCC(=O)NC34CC5CC(CC(C5)C3)C4)ccc2n1-c1ccccc1	.	.	0	.	2	1
CCCCn1c(SCN2C(=O)c3ccccc3C2=O)nc2cc(S(N)(=O)=O)ccc21	.	.	-1	.	2	-3

Complete entries, quoted from the list:
CCOc1cc(C(=S)N2CCOCC2)ccc1O is listed with ERAP1 inh: .; E-sel inducer: .; PglD DTNB: 1; RAD52 anneal inh: .; Cneo AK release: -1; RAD54 branch: 6
CCCCn1c(SCN2C(=O)c3ccccc3C2=O)nc2cc(S(N)(=O)=O)ccc21 is listed with ERAP1 inh: .; E-sel inducer: .; PglD DTNB: -1; RAD52 anneal inh: .; Cneo AK release: 2; RAD54 branch: -3

Further structures
mol	ERAP1 inh	E-sel inducer	PglD DTNB	RAD52 anneal inh	Cneo AK release	RAD54 branch
CCCCCn1c(=O)[nH]c2cc(C(=O)Nc3ccc(OC)cc3)ccc2c1=O	.	.	6	.	-2	4
COc1ccc(CN2c3c(Br)cccc3C(=O)CS2(=O)=O)cc1	.	.	-1	.	-2	-7
Cc1cc(C(C)(C)C)oc1C(=O)Nc1ccc(CC(=O)O)cc1	.	.	2	.	-2	-9
CC(C)CC1=NN2C(=N)/C(=C\c3coc4ccccc4c3=O)C(=O)N=C2S1	.	.	-3	.	4	-168
Nc1cc(C2CCCC2)nn1-c1ccccc1	.	.	1	.	1	-2
NC(=O)CCN1CCN(CCOC2Cc3cc(Cl)ccc3Sc3ccccc32)CC1 (stereo not drawn)	.	.	-3	.	7	10
CC(C)(C)OC(=O)N1CCC(C(=O)N[C@H](Cc2ccccc2)C(=O)O)CC1	.	.	4	.	0	9
c1ccc(CCc2ccccc2-c2nc(-c3cccnc3)no2)cc1	.	.	-5	.	-4	-3

New compounds follow
mol	ERAP1 inh	E-sel inducer	PglD DTNB	RAD52 anneal inh	Cneo AK release	RAD54 branch
CC1=CC(C)(C)NC(=S)N1c1cccc2ccccc12	.	.	-2	.	8	-18
Cc1onc(-c2ccccc2)c1C(N)=O	.	.	-6	.	3	-3
O=C(/C=C/c1cccs1)NCc1cccnc1	.	.	4	.	-1	12
CC(C)CC(=O)Nc1nnc(SCC(=O)Nc2ccc3c(c2)OCO3)s1	.	.	-5	.	-1	2
CCCCC1=CC2=C(c3ccco3)C(=O)C(C)(OC(=O)c3ccc(OC)cc3)C(=O)C2=CN1Cc1ccc2c(c1)OCO2 (stereo not drawn)	.	.	-1	.	0	-32
COc1cc2c(cc1OC)/C(=C/C#N)NC(C)(C)C2	.	.	-1	.	-1	-7
C=CCNC(=O)C1CCN(S(=O)(=O)c2ccc(Br)cc2)CC1	.	.	1	.	1	-5

Screening results: PubChem BioAssay, Broad Institute
